Compound activity as filed in PubChem.
FAS-TE inh = blocks the thioesterase domain of human fatty acid synthase. P49327. recombinant FAS-TE, OMFH fluorogenic substrate, fluorescence endpoint. inhibition, % at 15 µM. 360,000 compounds, 0.67% hits. AID 602261;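 active = compounds whose normalised, plate-corrected inhibition of enzyme fluorescence in the single-dose primary screen is 50% or more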;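 note: 0% = DMSO with enzyme and 100% = substrate without enzyme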
eLon inh = E. coli protease La inhibition; P0A9M0; inhibition, % at 7.94 µM; 360,000 compounds, 0.42% hits; purified E. coli Lon protease, fluorescence polarization; in the data active = inhibition above about 13%, passing the limit was not always enough;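 note: 0% = enzyme with probe and DMSO and 100% = no enzyme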
Rin1-Abl PPI inh = human Rin1-Abl interaction inhibition; 360,000 compounds, 0.4% hits; inhibition, % at 7.35 µM; P00519+Q13671; AID 588664; TR-FRET Rin1/Abl binding, biochemical; in the data active = inhibition above about 5%, passing the limit was not always enough
SKN-1 inh = blocks SKN-1 activity in C. elegans. inhibition, % at 21.8 µM. 360,000 compounds, 0.49% hits. C. elegans VP596 Pgst-4::GFP/RFP ratio, acrylamide-induced, 24 h;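 active = interference check ratio from 0.5 to 1.5 plus GFP to RFP signal ratio inhibition reaching or exceeding a fixed threshold, cut at about 30% in these data, passing the limit was not always enough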; note: some compounds called inactive have numbers as strong as hits
NRP1-CendR mod = modulators of CendR peptide binding to human neuropilin-1 | O14786 | FAM-RPARPAR peptide binding to NRP-1, fluorescence polarization | inhibition, % at 25 µM | 360,000 compounds, 0.85% hits | AID 602438;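 active = inhibition or corrected inhibition above about 18%, plus a signal ratio from 0.5 to 1.5, limit read from the data, passing the limit was not always enough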; note: strong numbers were not always called active
MsrA inh = inhibits bovine methionine sulfoxide reductase A | purified bovine MsrA, absorbance read-out | inhibition, % at 15.5 µM | 360,000 compounds, 0.75% hits | AID 651718; in the data active = inhibition above about 4.5%;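 note: 0% = vehicle wells with enzyme and 100% = reference inhibitor wells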
bovine MsrA act = activators of bovine methionine sulfoxide reductase A; purified bovine MsrA, absorbance read-out; activation, % at 10.6 µM; 360,000 compounds, 0.3% hits; AID 602163; in the data active = activation above about 7.5%;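 note: 0% = vehicle and 100% = reference activator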
Neddylation inh = blocks human cullin neddylation. 360,000 compounds, 0.58% hits. AID 651699. TR-FRET cullin neddylation, biochemical. calls only at 25 µM. P61081+Q13564; in the data active = inhibition above about 36%
Target sequence (P61081 whole entry, looked up): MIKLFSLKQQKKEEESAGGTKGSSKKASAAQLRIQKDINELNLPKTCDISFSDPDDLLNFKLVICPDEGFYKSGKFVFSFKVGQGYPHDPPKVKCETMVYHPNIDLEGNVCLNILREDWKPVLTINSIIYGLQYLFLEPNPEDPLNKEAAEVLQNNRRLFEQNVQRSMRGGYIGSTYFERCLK
Target sequence (Q13564 whole entry, looked up): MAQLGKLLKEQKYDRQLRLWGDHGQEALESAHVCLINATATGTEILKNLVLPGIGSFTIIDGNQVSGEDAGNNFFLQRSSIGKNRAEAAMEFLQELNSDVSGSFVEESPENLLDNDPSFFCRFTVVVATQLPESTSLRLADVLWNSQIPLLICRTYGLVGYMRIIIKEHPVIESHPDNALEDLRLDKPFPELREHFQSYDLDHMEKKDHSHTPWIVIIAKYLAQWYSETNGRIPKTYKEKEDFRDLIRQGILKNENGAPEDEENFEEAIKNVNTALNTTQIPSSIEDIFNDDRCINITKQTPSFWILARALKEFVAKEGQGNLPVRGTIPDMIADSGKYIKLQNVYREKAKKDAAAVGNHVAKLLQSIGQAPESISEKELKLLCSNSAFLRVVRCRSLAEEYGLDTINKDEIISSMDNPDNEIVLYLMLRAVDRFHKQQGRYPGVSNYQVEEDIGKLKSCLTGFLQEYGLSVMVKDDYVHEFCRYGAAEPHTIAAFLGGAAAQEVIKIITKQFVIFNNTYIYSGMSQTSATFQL
MT1-MMP act inh = MT1-MMP (human) activation inhibition. P50281. HT1080 RFP-PRO-GFP cells, GFP/RFP ratio fluorescence, overnight; percent of plate control window, DMSO zero. GFP/RFP ratio change, % at 20 µM. 360,000 compounds, 0.061% hits;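 active = GFP/RFP ratio change of at least 30% with cell ATP level not reduced by more than half and red fluorescence within 50% of control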; note: strong numbers were not always called active
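Material: RFP-PRO-GFP reporter HT1080 cells. Dosing: single-point 20 µM compound, 1% DMSO. Controls: DMSO and RFP-L50D-GFP cell wells. Timing: cells overnight before dosing, compound overnight, 37 °C, 5% CO2. Measure: GFP/RFP fluorescence ratio.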
An asterisk follows results filed as active; i = inactive; x = not tested or not shown.

SMILES | FAS-TE inh | eLon inh | Rin1-Abl PPI inh | SKN-1 inh | NRP1-CendR mod | MsrA inh | bovine MsrA act | Neddylation inh | MT1-MMP act inh
CC(=O)N1CCCN(Cc2cn(-c3cc(C)ccc3C)nc2-c2ccccc2)CC1 | 2 | -1 | 5 | -5 | 9 | 5.0* | 3 | i | -2
O=C(COc1ccc(Cl)cc1)NCCSCc1cccc(Cl)c1 | 25 | 5 | 2 | -2 | -1 | 0.1 | 1 | i | 7
COc1cc2nc(Nc3ccc(C)c(C)c3)nc(N)c2cc1OC | -4 | -3 | 11 | 16 | 7 | 1.1 | 2 | i | 8
COCC(C)N1CCC(n2nccc2NC(=O)CCCc2ccccc2)CC1 (configuration not stated) | -6 | 3 | 0 | 28 | 7 | -0.3 | -4 | i | -5
O=C(Nc1ccccn1)c1onc2c1CCCC2 | -7 | -3 | 0 | 10 | -1 | 0.7 | -8 | i | 2
Cc1ccc2nc(N3CCN(Cc4nnnn4Cc4ccccc4)CC3)c(C#N)cc2c1 | 15 | 0 | -3 | -16 | 1 | -0.3 | -2 | i | -1
Nc1c(N(CCC2=CCCCC2)C(=O)COc2ccc(F)cc2Cl)c(=O)[nH]c(=O)n1Cc1ccccc1 | -1 | -4 | 5 | 12 | -14 | -0.4 | 0 | i | -20
O=C(Oc1cccc(-n2cnnn2)c1)c1ccccc1Cl | 13 | -5 | 2 | -6 | -1 | 0.3 | -4 | i | 1
O=C(NCc1ccc(Cl)cc1)N1CCN(S(=O)(=O)c2ccccc2)CC1 | 8 | -3 | -2 | 8 | 7 | 1.5 | -4 | i | 0
O=C(NC(=S)N(Cc1ccccc1)Cc1ccccc1)C1CCCCC1 | 24 | -4 | -1 | 7 | 10 | -0.2 | 0 | i | -8
Cc1cccc(C)c1NC(=O)CNC(=O)C12CC3CC(CC(O)(C3)C1)C2 | -8 | 10 | 2 | 7 | 16 | -0.4 | -7 | i | 4
Cc1cccc2cc(COC(=O)C(C)C)c(=O)[nH]c12 | -5 | -8 | 1 | -20 | -8 | 0.8 | -2 | i | 2
O=C(c1c[nH]c(C(=O)C(Cl)(Cl)Cl)c1)c1c(F)cccc1F | 4 | 6 | 3 | 12 | -6 | 0.4 | -5 | i | -3
O=C1OCCC1Sc1ncnc2sccc12 (configuration not stated) | -7 | -5 | -4 | -12 | 3 | 0.6 | -2 | i | 7
O=[N+]([O-])c1ccccc1/C=N/Nc1nccnc1Cl | -2 | 0 | -2 | 3 | -4 | 3.4 | -2 | i | -2
COC(=O)C(NC(=O)c1ccccc1C(=O)O)c1ccc2ccccc2c1 (configuration not stated) | -6 | -4 | 3 | 4 | 7 | 1.4 | -2 | i | 3
O=S(=O)(Nc1cccc(-c2ccc3nncn3n2)c1)c1cc(F)ccc1F | 1 | 2 | -2 | 13 | 5 | 0.7 | -2 | i | -1
Cc1ccc(-c2nc3sc(C#N)c(N)n3c(=O)c2C#N)cc1 | -21 | -4 | 0 | -16 | -119 | 0.1 | 2 | i | -58
O=C(NC1CCCC1)C(c1ccncc1)N(C(=O)c1csnn1)C1CCCC1 (configuration not stated) | -3 | 3 | 0 | 11 | 1 | -1.0 | -2 | i | 0
O=C1c2ccccc2C(=O)N1CCc1nc(-c2ccccn2)no1 | -3 | -4 | -2 | -8 | 3 | 0.4 | -2 | i | 0
Cc1nc(SCC(=O)NCC2COc3ccccc3O2)c2c(C)c(C)sc2n1 (configuration not stated) | 13 | 1 | 1 | -2 | -28 | 2.3 | -11 | i | 6
CCC(Oc1ccccc1)C(=O)Nc1ccc(C)c(S(=O)(=O)N2CCOCC2)c1 (configuration not stated) | 4 | 0 | 2 | 16 | -2 | 2.2 | -3 | i | 1
COc1ccc(CNC(=O)Oc2ccccc2)cc1Cl | 9 | 1 | 2 | 2 | 7 | 0.6 | -1 | i | -2
CC(C)C(=O)NC(=S)Nc1ccccc1N1CCN(C(=O)c2ccc(Cl)cc2)CC1 | 22 | -1 | -2 | -10 | 17 | 1.2 | -2 | i | -12
Cc1ccc(S(=O)(=O)Cc2ccc(C(=O)N3CCC(C)CC3)cc2)cc1 | -3 | -3 | 0 | -9 | 9 | 0.0 | -9 | i | 2
N#Cc1ccc(C(=O)CN2CCN(c3ccccc3)CC2)cc1 | -1 | -7 | 0 | 13 | -2 | -0.4 | 1 | i | -6
CCOC(=O)C1C(=O)NCC2CCCC21 (configuration not stated) | -6 | 2 | -1 | -2 | 12 | -0.4 | -3 | i | 5
COc1ccc(-c2cc(C(=O)N/N=C/c3sccc3C)c3ccccc3n2)c(OC)c1 | 25 | 9 | -2 | 21 | -4 | 1.0 | -2 | x | -4
CSc1nnc(CSCc2ccc(Cl)cc2Cl)n1-c1ccccc1 | 25 | -1 | 0 | 23 | -6 | -0.7 | -5 | i | -1
CCN(CC)C(=O)Cn1c(C)c(/C=C/c2cc[n+](C)cc2)c2ccccc21 | -20 | i | -76 | -3 | -105 | 0.1 | -7 | i | -158
CC(Oc1cc(F)ccc1[N+](=O)[O-])C(=O)Nc1ccc(S(=O)(=O)N2CCCC2)cc1 (configuration not stated) | 25 | 3 | 0 | -9 | 2 | 0.1 | -4 | i | -8
O=C(c1ccccc1)c1ccc(N2CCCC2)cc1 | 5 | -13 | 1 | 15 | -9 | 1.5 | -2 | i | -1
O=C(NC1CCN(S(=O)(=O)c2ccccc2F)CC1)c1ccco1 | -2 | -4 | -1 | 3 | -7 | 0.2 | 4 | i | 0
O=C(c1cc(F)c(F)c(F)c1F)N1CCN(C(=O)C2CCCO2)CC1 (configuration not stated) | -2 | -5 | 2 | 2 | 2 | 0.3 | -1 | i | -1
O=C(COC(=O)c1ccccc1)NC1CCCCCC1 | -9 | 5 | 5 | -20 | -4 | 0.6 | -6 | i | 4
Cc1ccc(CN2CC(C(=O)NCCC3=CCCCC3)CC2=O)cc1 (configuration not stated) | -2 | -11 | 0 | -2 | -2 | -0.5 | -5 | i | -4
Cc1[nH]c2ccccc2c1C(=O)Cn1c(=O)oc2ccccc21 | 3 | -7 | -2 | 9 | 11 | x | -5 | i | -5
CCCn1c(C)cs/c1=N\C(=S)Nc1ccccc1 | -9 | -4 | 0 | 5 | 17 | 0.8 | -14 | i | 5
COc1ccccc1OC(C)C(=O)Nc1ccc(S(=O)(=O)N2CCN(C)CC2)cc1 (configuration not stated) | 2 | -7 | 0 | 4 | 6 | -0.6 | -4 | i | -1
CCN(CC)S(=O)(=O)c1cccc(NC(=O)CNc2cccc(S(=O)(=O)N3CCCC3)c2)c1 | 8 | -15 | 4 | 1 | -2 | -0.8 | -5 | i | 2
COc1cccc2sc(NC(=O)c3ccc(S(=O)(=O)N4CCOCC4)cc3)nc12 | 2 | 5 | 2 | 10 | 6 | 1.1 | -2 | i | 12
c1ccc2sc(NC3=NCN(C4CCCCCC4)CN3)nc2c1 | -5 | -1 | -1 | 14 | -1 | 0.6 | -1 | i | 5
C[C@@H]1CN([C@H](C)CO)C(=O)c2cc(NC(=O)C3CCCCC3)ccc2O[C@@H]1CN(C)Cc1ccc(C(F)(F)F)cc1 | 6 | -1 | -1 | 16 | -7 | -1.0 | 2 | i | -1
O=S(=O)(Nc1cccc(-c2cn3cccnc3n2)c1)c1ccc(Cl)cc1 | -9 | -5 | -2 | -7 | -3 | 1.3 | -6 | x | 3
O=C(CSc1ccc2ccccc2n1)c1ccccc1 | 21 | 0 | -3 | -6 | 1 | 1.3 | -12 | i | -5
CCNC(=O)C1(C)CCCN(C(=O)c2ccc(OC)c(F)c2)C1 (configuration not stated) | -4 | 6 | -1 | 0 | -12 | 0.0 | -1 | i | 1
COc1ccc(C(=O)NCc2cccnc2)cc1C(=O)NCc1cccnc1 | 0 | 4 | 0 | 11 | -5 | -0.2 | -1 | i | 2
O=c1cc(CO)oc(CN2CCC(Cc3ccccc3)CC2)c1O | 2 | 0 | 31* | 7 | 3 | 2.4 | -3 | i | 0
COc1ccc(C(=O)NC(C)CCc2ccccc2)cc1[N+](=O)[O-] (configuration not stated) | 51* | 4 | -3 | 14 | 4 | 0.7 | -2 | i | 3
COc1cc(/C=N/OCC(=O)Nc2cc(C)cc(C)c2)ccc1OCc1ccc(Cl)cc1 | 31 | -2 | -1 | 2 | -18 | 0.4 | -11 | i | -2
CCCCNC(=O)C1CCC(CNS(=O)(=O)c2cccc3nsnc23)CC1 (configuration not stated) | -3 | 3 | -4 | 9 | 2 | 1.6 | 0 | i | -3
COc1ccccc1OCCSc1nnnn1-c1ccc(C)cc1 | 23 | -2 | -1 | -3 | 3 | -0.8 | -6 | i | -1
COc1cccc(-c2nnc(SCC(=O)Nc3ccc(S(N)(=O)=O)cc3)n2C)c1 | -4 | 7 | -2 | -2 | -2 | -0.3 | 0 | i | 6
CC(C)N(C(=O)[C@H]1C[C@H](CC(=O)NC(C)(C)C)C(=O)N2CCc3c([nH]c4ccc(Cl)cc34)[C@]12C)C(C)C | 8 | 4 | 0 | -12 | -9 | -0.8 | 3 | i | -3
COc1cc(/C(C)=N/Nc2ccc(C(=O)O)cc2)cc(OC)c1OC | 13 | -6 | -2 | 1 | -2 | 3.6 | -3 | i | 9
C=CCn1c(SC(C)C(=O)Nc2ccc(Cl)cn2)nnc1C1CC1 (configuration not stated) | -4 | -4 | 3 | -15 | 6 | -0.1 | -10 | i | 0

Filtered by structure, those above containing two or more sulfur atoms (8)
SMILES | FAS-TE inh | eLon inh | Rin1-Abl PPI inh | SKN-1 inh | NRP1-CendR mod | MsrA inh | bovine MsrA act | Neddylation inh | MT1-MMP act inh
O=C1OCCC1Sc1ncnc2sccc12 (configuration not stated) | -7 | -5 | -4 | -12 | 3 | 0.6 | -2 | i | 7
Cc1nc(SCC(=O)NCC2COc3ccccc3O2)c2c(C)c(C)sc2n1 (configuration not stated) | 13 | 1 | 1 | -2 | -28 | 2.3 | -11 | i | 6
CSc1nnc(CSCc2ccc(Cl)cc2Cl)n1-c1ccccc1 | 25 | -1 | 0 | 23 | -6 | -0.7 | -5 | i | -1
CCCn1c(C)cs/c1=N\C(=S)Nc1ccccc1 | -9 | -4 | 0 | 5 | 17 | 0.8 | -14 | i | 5
CCN(CC)S(=O)(=O)c1cccc(NC(=O)CNc2cccc(S(=O)(=O)N3CCCC3)c2)c1 | 8 | -15 | 4 | 1 | -2 | -0.8 | -5 | i | 2
COc1cccc2sc(NC(=O)c3ccc(S(=O)(=O)N4CCOCC4)cc3)nc12 | 2 | 5 | 2 | 10 | 6 | 1.1 | -2 | i | 12
CCCCNC(=O)C1CCC(CNS(=O)(=O)c2cccc3nsnc23)CC1 (configuration not stated) | -3 | 3 | -4 | 9 | 2 | 1.6 | 0 | i | -3
COc1cccc(-c2nnc(SCC(=O)Nc3ccc(S(N)(=O)=O)cc3)n2C)c1 | -4 | 7 | -2 | -2 | -2 | -0.3 | 0 | i | 6

No enrichment for hits; overall some 4.2% were active at least once.
